GAA inhib: alpha-glucosidase (human) inhibition; P10253; purified human GAA, 4-MU-alpha-glucoside fluorescence; Potency, µM (doses to about 76.9 µM), inactives show at the top dose activity change, negative = inhibition, actives largely listed as inhibitors; 0.005% of 200,000 active; AID 1466;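 also: plate controls were uninhibited enzyme wells for no effect and no-enzyme background for full effect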
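Enzyme (4 nM final) mixed with compound (up to 77 uM), then 4-MU-alpha-D-pyranoside (400 uM final) added; 20 min at room temperature, pH 5.0. Reaction stopped at pH 10, fluorescence read, AC50 derived by Hill fit.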
GAA glycogen mod: GAA glycogen-cleavage inhibition or activation; P10253; recombinant GAA, glycogen substrate, Amplex Red glucose oxidase fluorescence; Potency, µM (top dose mostly 76.4 µM), for the others: top-dose activity change, negative = inhibition, hits mostly inhibitors; 0.38% of 300,000 active; AID 2100;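 also: 0% = full enzyme reaction and -100% = no-enzyme basal signal; the screen sought inhibitors and activators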
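Recombinant human alpha-glucosidase (4 nM final) hydrolysed bovine liver glycogen (30 ug) for 40 min at 37 C in pH 5.0 citrate/phosphate with 0.01% Tween-20. Released glucose detected by glucose oxidase/Amplex Red, Ex 573/Em 610 nm. Compounds up to 77 uM; AC50 from Hill fits.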
JMJD2E inh: inhibitors of human JMJD2E histone demethylase; JMJD2E catalytic domain, FDH-coupled NADH fluorescence (FDH is formaldehyde dehydrogenase); Potency, µM (series often up to 57.1 µM), for the others: top-dose activity change, negative = inhibition, hits mostly inhibitors; 1.6% of 230,000 active; active = well fitted inhibition curve with a large enough effect, not every such curve was filed as active; inconclusive = small, poorly fitted or top-dose-only effect, or another doubt; inactive = no such curve, though single readings can be large or run the other way;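 also: 0% = wells with enzyme and -100% = buffer wells without enzyme; nearly all actives have a fitted effect of over 50% in size; many of its hits are not listed in these tables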
GoLoco inh red: blocks human Gai1 binding to RGS12 GoLoco peptide, red readout; P63096; Gai1:RGS12 GoLoco peptide FP, rhodamine, 10 min; Potency, µM (titrated, usually from 61.6 µM), for the others: at the top dose activity, negative = inhibition, most hits filed as inhibitors; 0.44% of 230,000 active; active = well fitted inhibition curve with a large enough effect, not every such curve was filed as active; inactive = no such curve, though single readings can be large or run the other way; also: % is scaled to controls: 0 for no effect and ±100 for the full control effect; nearly all actives have a fitted effect of over 30% in size; many of its hits are not listed in these tables
GAA spleen mod: lysosomal alpha-glucosidase (human) modulation; P10253; human spleen homogenate, 4-MU-alpha-glucoside fluorescence; Potency, µM (highest dose often 79.9 µM), without a hit: at the highest dose activity change, negative = inhibition, most hits filed as inhibitors; 0.006% of 240,000 active; AID 2112;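 also: 0% = enzyme with vehicle and -100% = no enzyme basal signal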
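Compounds were titrated against alpha-glucosidase in spleen homogenate at pH 5.0, with 1 mM 4-methylumbelliferyl substrate for 40 min at 37 C. Reactions were quenched with pH 10 NaOH/glycine and fluorescence measured.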
aGal spleen mod: alpha-galactosidase A (human) modulation | 0.008% of 240,000 active | Potency, µM (doses to about 80 µM), for inactives: top-dose activity change, negative = inhibition, usual class: inhibitors | human spleen homogenate, 4MU-alpha-Gal fluorescence, 40 min | AID 2107;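 also: 0% = enzyme with vehicle and -100% = no enzyme basal signal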
Target sequence (P06280 32-429 limits assumed): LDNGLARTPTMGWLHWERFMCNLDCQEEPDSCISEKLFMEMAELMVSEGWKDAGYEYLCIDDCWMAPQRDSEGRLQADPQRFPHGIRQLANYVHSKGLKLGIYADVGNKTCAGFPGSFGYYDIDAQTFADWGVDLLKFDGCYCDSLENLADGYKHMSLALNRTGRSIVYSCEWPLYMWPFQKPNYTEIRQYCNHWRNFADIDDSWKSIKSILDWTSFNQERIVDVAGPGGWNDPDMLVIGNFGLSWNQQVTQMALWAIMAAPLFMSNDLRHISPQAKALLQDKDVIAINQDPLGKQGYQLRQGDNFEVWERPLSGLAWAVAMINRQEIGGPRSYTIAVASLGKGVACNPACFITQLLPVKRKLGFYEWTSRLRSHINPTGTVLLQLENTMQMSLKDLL
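Inhibition or activation of alpha-galactosidase in human spleen homogenate is scored by 4-MU fluorescence after 40 min at 37C, pH 5.0, with 1 mM substrate. AC50s come from concentration-response fitted to the Hill equation.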
ALDH1A1 block: blocks purified human ALDH1A1 activity; Purified ALDH1A1, NADH fluorescence, propionaldehyde substrate; AID 1030; 7.3% of 220,000 active; P00352; Potency, µM (top dose mostly 75.3 µM), for the others: at the top dose activity, negative = inhibition, most hits filed as inhibitors; active = well fitted inhibition curve with a large enough effect, not every such curve was filed as active; inconclusive = small, poorly fitted or top-dose-only effect, or another doubt; inactive = no such curve, though single readings can be large or run the other way;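 also: plate controls were no enzyme wells and a reference inhibitor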
Target sequence (P00352 whole entry, looked up): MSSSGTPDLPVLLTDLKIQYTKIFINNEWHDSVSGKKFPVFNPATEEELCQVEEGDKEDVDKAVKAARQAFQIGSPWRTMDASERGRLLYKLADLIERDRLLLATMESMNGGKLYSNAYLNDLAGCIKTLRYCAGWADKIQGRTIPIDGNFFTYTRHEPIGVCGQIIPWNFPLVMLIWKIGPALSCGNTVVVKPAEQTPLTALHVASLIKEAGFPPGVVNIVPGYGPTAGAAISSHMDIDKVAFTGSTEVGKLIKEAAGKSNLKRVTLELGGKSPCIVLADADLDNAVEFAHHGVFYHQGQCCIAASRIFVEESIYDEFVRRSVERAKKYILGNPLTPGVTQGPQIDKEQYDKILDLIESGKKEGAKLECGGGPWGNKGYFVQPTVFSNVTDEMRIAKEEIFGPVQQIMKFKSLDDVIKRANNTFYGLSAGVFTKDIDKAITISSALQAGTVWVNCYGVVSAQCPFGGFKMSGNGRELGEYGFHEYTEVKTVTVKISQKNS
SMN2 splice enh: increases expression of the SMN2 splice variant; HEK293 SMN2-luciferase splicing reporter, luminescence, 30-36 h; AID 1458; 2.8% of 210,000 active; Potency, µM (titrated, usually from 46.1 µM), for inactives: top-dose activity change, positive = activation, actives largely listed as activators; also: % of control where 0% means no effect; nearly all actives have a fitted effect of over 55% in size
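HEK293 cells carry an SMN2 […]–luciferase reporter in which exon 7 inclusion puts luciferase in frame. Cells were plated 10-12 h before compound addition, then incubated 30-36 h at 37C. ONE-Glo luminescence was read; sodium butyrate at 4.5 mM final served as control.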
* hit, by the source's call; u = inconclusive; x = not tested or not shown; & = joins results of further samples; [ ] = another dose, or the depositor's remark. Unless noted, calls follow the shape of the dose curve; as a rule, active = well fitted curve in the direction sought with a large enough effect; inconclusive = small, poorly fitted or top-dose-only effect, or another doubt; inactive = no such curve, though single readings can be large; an effect the other way counts as inactive or inconclusive. Potency is read from the fitted curve at half-maximal effect. Not all compounds are listed (hit frequency here may not be typical).

SMILES	GAA inhib	GAA glycogen mod	JMJD2E inh	GoLoco inh red	GAA spleen mod	aGal spleen mod	ALDH1A1 block	SMN2 splice enh
CCC(C)(C)NC(=O)Nc1cc(Cl)ccc1OC	4.2%	18.6%	-18.8%	-2.9%	-7.4%	-7.3%	9.7%	7.3%
Cc1csc(NC(=O)C2CCCN(S(=O)(=O)c3ccc(Br)s3)C2)n1 (stereo unspecified)	-8.2%	-16.3%	-3.0%	14.1%	-10.5%	-13.7%	1.9%	-23.1%
Cc1cc(=O)n(CC=C(Cl)Cl)c2ccccc12	-7.0%	-4.6%	-18.2%	-9.0%	-1.1%	5.1%	u	-2.5%
O=c1oc(-c2ccc([N+](=O)[O-])cc2)nc2ccc(O)cc12	-9.1%	-5.8%	4.5%	13.9%	-5.0%	-1.6%	-4.3%	-7.2%
Cc1ccc(C2C(C#N)=C(N)N(c3cccnc3)C3=C2C(=O)CCC3)s1 (stereo unspecified)	8.8%	-21.6%	-23.3%	48.9%[activator]	-1.0%	-3.5%	-14.6%	0.3%
COCCCNC(=O)C(=O)NC1CCCCCC1	4.1%	10.3%	6.8%	0.8%	-1.7%	-25.6%	-3.1%	41.4%
Cn1c(=O)cc(N2CCCCC2)[nH]c1=O	2.5%	-3.9%	5.8%	1.3%	-19.1%	-13.9%	-10.7%	8.4%
O=C(CCN1C(=O)c2ccccc2C1=O)Nc1ccc(S(=O)(=O)NC2=NCCCCC2)cc1	u	5.3%	-6.6%	-2.6%	-7.4%	-10.1%	-4.7%	-9.5%
Cc1ccccc1NC(=O)Nc1ccc(C(F)(F)F)cc1	-5.1%	-2.8%	-3.3%	3.1%	1.5%	5.7%	3.1%	x
CCOC(=O)C1=C(N)OC2=C(C(=O)CC(C)(C)C2)C1c1ccccc1OCC#N (stereo unspecified)	-0.8%	-1.5%	-4.9%	5.6%	-4.5%	-0.5%	u	10.5%
Cc1ccc(N=Nc2ccc(C)cc2NC(=O)Nc2ccccc2F)cc1	-14.9%	-2.7%	3.9%	6.9%	3.6%	7.9%	4.7%	x
Cc1ccc(-n2nnc(-c3nccn3C)n2)cc1	x	6.7%	u	-5.5%	-3.0%	1.2%	5.7%	x
O=C(NCc1ccco1)C(c1ccccc1)N(C(=O)Cc1cccs1)c1ccccc1 (stereo unspecified)	-0.3%	4.4%	2.7%	5.4%	-8.3%	-7.1%	-12.2%	-14.0%
COc1ccc(/C=N/Nc2nc(=O)[nH]nc2C)cc1[N+](=O)[O-]	-4.8%	4.9%	-2.9%	-8.4%	-7.9%	5.8%	u	2.0%
O=C(CSc1ncn[nH]1)Nc1ccccc1Sc1ccc(Cl)cc1	-2.8%	-5.2%	-0.1%	6.0%	3.2%	6.3%	-10.2%	-40.9%[inhibitor]
Nc1nc(Nc2ccccc2Cl)cc(=O)[nH]1	x	5.6%	-6.5%	9.5%	-2.5%	2.1%	x	x
CCCOc1cccc(C2C(C(=O)c3ccco3)=C(O)C(=O)N2CCN(CC)CC)c1 (stereo unspecified)	-2.3%	-2.6%	-7.3%	4.7%	5.4%	-1.0%	-7.1%	-3.7%
COC(=O)c1ccc(NC(=O)C(=O)N2CCN(C(=S)NCCc3ccccc3)CC2)cc1	u	-4.7%	-7.9%	6.9%	3.3%	15.0%	-6.3%	-30.4%[inhibitor]
Nc1cc(=O)n(Cc2ccccc2)c(=O)n1-c1ccc(Cl)cc1	x	4.3%	13.0%	-1.3%	1.3%	-8.4%	x	x
C=CC[N+]1(CC#CCOC(c2ccccc2)c2ccccc2)CCOCC1	0.5%	4.0%	2.0%	7.5%	-0.5%	-4.1%	-1.1%	-4.8%
CN(Cc1ccccc1)C(=O)COC(=O)c1ccccc1Nc1ccccc1	-13.2%	6.7%	u	x	-5.2%	-1.8%	-6.7%	x
COc1ccc(NC(=O)NC(C)c2ccncc2)cc1OC (stereo unspecified)	-1.8%	1.5%	-1.0%	11.2%	-1.2%	1.2%	10.3%	-14.2%
CCn1cc(S(=O)(=O)Nc2ccccc2C(F)(F)F)cn1	-4.7%	-0.4%	14.8%	-3.6%	-0.5%	1.2%	6.0%	x
CC(=O)Oc1ccc2oc(=O)c3c(c2c1)CCCN3C(=O)CN1CCN(c2ncccn2)CC1	u	3.1%	3.3%	6.2%	-11.3%	2.7%	u	-11.4%
O=C(Nc1ccc2c(c1)CCC2)c1ccc(F)c(S(=O)(=O)N2CCOCC2)c1	-9.1%	-10.9%	u	10.8%	2.8%	4.3%	u	-8.6%[1.84 µM]
Cc1cc(NCCCn2ccnc2)n2nc(C)c(-c3ccccc3)c2n1	-0.5%	12.5%	-8.8%	-3.7%	-4.0%	-1.3%	-2.5%	8.7%
NC(=O)C1CCN(C2CC(=O)N(c3ccc(F)c(Cl)c3)C2=O)CC1 (stereo unspecified)	-3.7%	1.5%	4.1%	-9.9%	-6.1%	-3.3%	25.1µM*	5.3%
Cn1c(SCC(=O)O)nnc1-c1ccc(NC(=O)c2ccc(Cl)c(Cl)c2)cc1	-1.0%	-2.7%	-2.9%	1.5%	3.0%	3.7%	-8.9%	x
Cn1nc(C(F)(F)F)c(-c2ccc(Br)cc2)c1NC(=O)CSCC(=O)O	x	8.5%	2.3%	3.8%	5.4%	5.0%	x	x
Cc1c(C)n(Cc2ccccc2)c2ccc(C(=O)OCCCN(C)C)cc12	-7.5%	12.8%	0.1%	-0.5%	0.5%	-0.3%	u	x
CC(=O)c1cc2c(cc1NC(=O)c1cnc(C)cn1)OCO2	-2.3%	-1.2%	-1.9%	6.9%	-3.9%	-3.2%	5.6%	-3.6%
CCc1cc(=O)oc2cc(C)cc(O)c12	-2.9%	u	-2.2%	3.0%	6.1%	-5.4%	4.47µM*	-23.2%
Cc1cccc(C)c1NC(=O)C1c2ccccc2Oc2ccccc21	-1.1%	0.5%	11.2%	-7.7%	1.2%	3.7%	-4.0%	8.4%
C/C(N)=C(/C#N)C(=O)CSc1nnc(COc2ccccc2Cl)o1	-3.5%	6.6%	-1.2%	8.1%	2.8%	6.7%	6.9%	20.4%
Cc1ccccc1Nc1nc(N)nc(CSCC(=O)Nc2cccc(Br)c2)n1	8.4%	1.6%	1.7%	7.5%	-9.9%	4.0%	3.4%	-4.6%
N#Cc1c(-c2cccs2)cc(-c2ccccn2)nc1N	u	-7.6%	u	9.7%	12.6%	u	u	u
CSC(=NC#N)N1CCN(c2ccc([N+](=O)[O-])cc2)CC1	-9.9%	-3.1%	-19.7%	6.0%	-15.6%	0.5%	17.8µM*	-27.3%
CN1c2ccccc2C(O)=C(C(=S)Nc2ccc(F)c(Cl)c2)S1(=O)=O	-8.6%	-7.8%	3.7%	-13.9%	-0.6%	-3.5%	0.3%	-31.2%[inhibitor]
O=S(=O)(Nc1cc(Cl)ccn1)c1ccc(Cl)cc1	-7.8%	8.4%	-8.5%	5.8%	11.0%	8.1%	8.4%	-5.4%
Cc1cc(Oc2ccccc2)nc(SCC(=O)Nc2ccccc2)n1	-5.1%	-11.8%	5.1%	5.9%	-0.7%	5.3%	2.7%	-4.9%
O=C(c1cc(COc2ccc(F)cc2Cl)on1)N1CCCC(c2ccccc2)C1 (stereo unspecified)	-12.4%	-11.5%	-25.4%	5.0%	-0.5%	2.3%	-9.2%	x
C(#CC1CCCC1)c1ccc2c(c1)COc1c3ccccc3nn1-2	x	4.0%	-2.4%	7.0%	-16.0%	1.2%	x	x
CCCCn1c(SCC(N)=O)nnc1-c1cc(OC)c(OC)c(OC)c1	8.5%	6.6%	2.8%	-4.4%	-11.1%	-1.4%	u	u
CCc1ccc(NC(=S)N2CCCC(C(F)(F)F)C2)cc1 (stereo unspecified)	-8.5%	-10.7%	-3.1%	2.2%	x	3.1%	-9.8%	-12.1%
O=C(Nc1ccc(N2CCCCC2)cc1)c1ccc(F)cc1F	-21.9%	-12.2%	-20.2%	53.6%[activator]	4.1%	-7.5%	2.9%	x
OC(CN1C2=NCCN2c2ccccc21)c1ccccc1 (stereo unspecified)	-0.6%	4.3%	8.7%	5.3%	-9.1%	-3.7%	5.0%	-12.7%
Ic1ccc(N2CCN(Cc3c[nH]c4ncccc34)CC2)cc1	x	x	-4.5%	-7.4%&2.3%	0.8%&0.6%	12.3%&8.6%	-7.9%	-21.6%&-59.0%
C/C(CC(=O)Nc1ccc(C)c(Cl)c1)=N\NC(=O)Cc1ccccc1	-0.3%	-4.0%	-5.1%	6.4%	2.3%	4.7%	u	-0.7%
CCOc1cc(/C=C\[N+](=O)[O-])ccc1OCC(=O)N1CCOCC1	6.2%	4.2%	u	-17.7%	-19.4%	5.7%	u	-87.4%[inhibitor]
O=C(CN1CC(=O)Oc2ccccc21)NCc1ccco1	-6.7%	7.03µM*	12.8%	1.0%	-4.5%	-13.0%	u	8.4%
O=C(Nc1ccccc1C(=O)N1CCNCC1)c1ccco1	-8.7%	3.5%	7.1%	-2.7%	-18.4%	2.8%	-6.6%	-12.4%
c1ccc(C(Cc2nc(-c3ccncc3)no2)c2ccccc2)cc1	0.9%	-3.5%	-2.5%	-1.1%	-6.4%	-2.8%	-13.8%	-91.2%[inhibitor]

Whole records as entered above. Screens in order: GAA inhib, GAA glycogen mod, JMJD2E inh, GoLoco inh red, GAA spleen mod, aGal spleen mod, ALDH1A1 block, SMN2 splice enh
Results for C/C(CC(=O)Nc1ccc(C)c(Cl)c1)=N\NC(=O)Cc1ccccc1 : -0.3%, -4.0%, -5.1%, 6.4%, 2.3%, 4.7%, u, -0.7%
Results for O=C(c1cc(COc2ccc(F)cc2Cl)on1)N1CCCC(c2ccccc2)C1 (stereo unspecified) : -12.4%, -11.5%, -25.4%, 5.0%, -0.5%, 2.3%, -9.2%, x
Results for CCCCn1c(SCC(N)=O)nnc1-c1cc(OC)c(OC)c(OC)c1 : 8.5%, 6.6%, 2.8%, -4.4%, -11.1%, -1.4%, u, u

Shown with values under each structure: entries from further up.
Values in the order – GAA inhib, GAA glycogen mod, JMJD2E inh, GoLoco inh red, GAA spleen mod, aGal spleen mod, ALDH1A1 block, SMN2 splice enh
- Ic1ccc(N2CCN(Cc3c[nH]c4ncccc34)CC2)cc1
    x, x, -4.5%, -7.4%&2.3%, 0.8%&0.6%, 12.3%&8.6%, -7.9%, -21.6%&-59.0%
- C/C(CC(=O)Nc1ccc(C)c(Cl)c1)=N\NC(=O)Cc1ccccc1
    -0.3%, -4.0%, -5.1%, 6.4%, 2.3%, 4.7%, u, -0.7%

Bioassay records deposited in PubChem BioAssay by National Center for Advancing Translational Sciences (NCATS).
